Compound activity from PubChem.
TDP43 rescue: qHTS of TDP-43 Inhibitors; TDP-43 expressing yeast growth rescue, BacTiter-Glo, 24 h; 410,000 compounds, 1.8% hits; Potency, µM (highest dose often 46.1 µM), for inactives: at the highest dose growth rescue (activation), actives largely listed as activators; further: potency means the concentration at half of the fitted maximal effect; % of control where 0% means no effect; nearly all actives have a fitted effect of over 50% in size
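Yeast cells expressing TDP-43 under galactose induction are exposed to compounds for 24 hr at 30 deg C. BacTiter-Glo luminescence measures growth, so protective compounds score as activators.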
PTHR1 agonist: qHTS for PTHR1 Agonists: Primary Screen | HEK293 GP2 PTHR1 cells, GloSensor cAMP luminescence, 1 h | Parathyroid hormone/parathyroid hormone-related peptide receptor (Homo sapiens), Q03431 | AID 743266, 2014 | 410,000 compounds, 0.075% hits | Potency, µM (series often up to 115 µM), for inactives: at the highest dose activation, usual class: activators; further: potency means the concentration at half of the fitted maximal effect; nearly all actives have a fitted effect of over 55% in size; some results filed as inactive show a strong effect at the top dose; inactives centre near -15; many of its hits are not listed in these tables
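HEK-293-derived GP2 cells expressing PTHR1 and a GloSensor cAMP reporter, 3,000/well, plated overnight, given luciferin plus IBMX (each 0.5 mM as added) for 1 h at 37 °C, then compound for 1 h at 37 °C. Luminescence was read after 15 min at room temperature.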
Akt phos inh: HTS Assay for Inhibitors of Akt Phophorylation: Primary Screen; 360,000 compounds, 0.32% hits; AID 651550, 2012; activity change, % for hits at 50 µM; Neuro2A IGF-stimulated pAkt S473 HTRF, 20 min; active compounds read low; in the data active means activity change below about -80%; inconclusive means mostly about -51% to -80%; further: on the % scale 0 is the no-effect control and ±100 the full control effect
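Neuro2A cells in DMEM with 0.5% FBS, overnight at 37 deg C, given compound at single 50 µM final, then IGF (6 nM final) for 20 min at 37 deg C. Lysed; phospho-Akt Ser473 by HTRF after 24 h, 665/615 ratio.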
aSyn yeast inh: qHTS of alpha-syn Inhibitors | 370,000 compounds, 0.14% hits | AID 652106, 2013 | Yeast expressing alpha-synuclein, growth rescue, BacTiter-Glo, 24 h | Potency, µM (doses to about 46.1 µM), inactives show top-dose growth rescue (activation), most hits filed as activators; further: potency means the concentration at half of the fitted maximal effect; % of control where 0% means no effect; nearly all actives have a fitted effect of over 65% in size
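Galactose-induced alpha-syn yeast (OD600=0.02, raffinose-pregrown) + pinned cpd, 24 hr, 30 deg C; growth by BacTiter-Glo luminescence. Growth restoration scores as activation.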
Abeta rescue: qHTS for compounds that reverse cellular toxicity of Amyloid beta (A-beta) peptide in yeast: Primary Screen; yeast expressing A-beta42, growth rescue, OD600, 48 h; response scale: 0% DMSO, 100% iron-clioquinol control; Potency, µM (doses to about 46.1 µM), for inactives: at the highest dose growth rescue, hits mostly activators; 410,000 compounds, 0.063% hits; AID 1347071, 2019; further: potency means the concentration at half of the fitted maximal effect; nearly all actives have a fitted effect of over 55% in size
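Yeast growth medium received pinned compounds, then yeast cells expressing toxic A-beta were added; plates incubated at 30 C for 48 hr. Growth read as absorbance at 600 nm, normalized to DMSO and equimolar FeCl3 plus clioquinol controls.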
GLP1R ag: qHTS of GLP-1 Receptor Agonists; Glucagon-like peptide 1 receptor (Homo sapiens), P43220; HEK293 GLP-1R CRE-luciferase, luminescence, 4-6 h; cells express a hypersensitive GLP-1R form; Potency, µM (titrated, usually from 45.6 µM), without a hit: top-dose activation, usual class: activators; 380,000 compounds, 0.007% hits; further: potency means the concentration at half of the fitted maximal effect; % of control where 0% means no effect
Target sequence (P43220 whole entry, looked up): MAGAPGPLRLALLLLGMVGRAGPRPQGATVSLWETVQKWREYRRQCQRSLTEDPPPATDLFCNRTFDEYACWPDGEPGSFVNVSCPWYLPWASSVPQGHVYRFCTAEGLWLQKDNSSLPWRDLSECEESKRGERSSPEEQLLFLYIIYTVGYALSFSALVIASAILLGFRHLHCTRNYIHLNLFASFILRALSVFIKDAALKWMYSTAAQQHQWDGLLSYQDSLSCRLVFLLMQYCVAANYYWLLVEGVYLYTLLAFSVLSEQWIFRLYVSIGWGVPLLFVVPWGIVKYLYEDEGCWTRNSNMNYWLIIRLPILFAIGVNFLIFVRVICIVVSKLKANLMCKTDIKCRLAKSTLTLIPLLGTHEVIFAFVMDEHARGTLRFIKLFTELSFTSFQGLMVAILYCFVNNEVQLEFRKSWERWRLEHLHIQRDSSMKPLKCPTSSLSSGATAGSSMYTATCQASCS
FUS yeast rescue: qHTS for Suppressors of FUS Proteinopathy: Primary screen using FUS-linked yeast assay; S. cerevisiae FUS-expressing, growth rescue, OD600, 24 h; Potency, µM (series often up to 76.6 µM), inactives show top-dose growth rescue (activation), hits mostly activators; 390,000 compounds, 0.24% hits;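 further: potency means the concentration at half of the fitted maximal effect; plate controls were DMSO vehicle for no effect and reference control for full effect; nearly all actives have a fitted effect of over 55% in size; some results filed as inactive show a strong effect at the top dose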
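Restored growth of FUS-toxic S. cerevisiae, read as 600 nm absorbance after 24 h at 30C in galactose medium (starting OD 0.005). Controls CP55940 and DMSO.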
DRD3 antagonist: qHTS of D3 Dopamine Receptor Antagonist: qHTS; D3R cells, DiscoveRx beta-arrestin luminescence, antagonist mode; active compounds read low; AID 652054, 2013; 360,000 compounds, 2.5% hits; D(3) dopamine receptor (Homo sapiens), P35462; max response, negative = inhibition, %; in the data active means max response below about -50%; inconclusive means no clear call, values can overlap the other calls; further: on the % scale 0 is the no-effect control and ±100 the full control effect; mostly tested at two doses, the higher about 12 µM
Target sequence (P35462 whole entry, looked up): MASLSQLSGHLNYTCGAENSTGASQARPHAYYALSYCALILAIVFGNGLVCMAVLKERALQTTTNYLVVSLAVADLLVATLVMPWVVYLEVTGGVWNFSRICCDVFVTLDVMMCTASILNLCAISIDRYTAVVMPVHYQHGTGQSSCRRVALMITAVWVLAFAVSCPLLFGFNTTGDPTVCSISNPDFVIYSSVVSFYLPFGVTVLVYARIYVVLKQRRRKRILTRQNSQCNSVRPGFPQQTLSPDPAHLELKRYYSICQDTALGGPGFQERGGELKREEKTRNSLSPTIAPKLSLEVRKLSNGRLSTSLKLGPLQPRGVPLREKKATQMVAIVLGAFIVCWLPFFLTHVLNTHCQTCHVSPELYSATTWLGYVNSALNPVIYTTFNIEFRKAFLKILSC
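Cells plated overnight at 1500 cells/well, then exposed to library compounds with dopamine controls for 90 minutes at 37 degrees C. DiscoveRx reagent added for 30–60 minutes at room temperature; luminescence read, quantitative HTS format.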
GLP-1R inv ag: qHTS of GLP-1 Receptor Inverse Agonists (Inhibition Mode); Glucagon-like peptide 1 receptor (Homo sapiens), P43220; HEK293 GLP-1R CRE-luciferase, luminescence, 24 h; GLP-1R form is constitutively active; Potency, µM (highest dose often 38.3 µM), for the others: top-dose activity change, negative = inhibition, usual class: inhibitors; 410,000 compounds, 1.6% hits; AID 624417, 2012; further: potency means the concentration at half of the fitted maximal effect; on the % scale 0 is the no-effect control and ±100 the full control effect; nearly all actives have a fitted effect of over 55% in size
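GLP-1R inverse agonism mode: basal reporter luminescence in engineered HEK293 cells measured after one day of compound exposure at 37 deg C, with a 12 min room-temperature detection step.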
* hit, by the source's call; i = inactive; ? = inconclusive; / = no result given; & = joins results of further samples; [ ] = remark or other dose. Unless noted, the call rests on the fitted dose curve; in most records, active means well fitted curve in the direction sought with a large enough effect; inconclusive means small, poorly fitted or top-dose-only effect, or another doubt; inactive means no such curve, though single readings can be large; an effect the other way counts as inactive or inconclusive. A portion of the library (hit frequency here may not be typical).

SMILES	TDP43 rescue	PTHR1 agonist	Akt phos inh	aSyn yeast inh	Abeta rescue	GLP1R ag	FUS yeast rescue	DRD3 antagonist	GLP-1R inv ag
COC(=O)[C@@]1(Cc2ccccc2)[C@H]2C(=O)N(Cc3ccccc3)C(=O)[C@H]2[C@H]2CN(C)C(=NCc3ccccc3)N21	4%	i	i	-10%	-18%	0%	16%	-19	5%
O=C(NCC(=O)N1CCCCCCC1)c1ccccc1Br	-4%	-14%	i	1%	-6%	-1%	12%	7	13%
CN(C)c1cccc(C(=O)NNC(=S)NC2CCCC2)c1	18%	-20%	i	-3%	2%	1%	-35%	-18	-12%
COC(=O)COc1cccc(-n2cnnn2)c1	-15%	i	i	0%	2%	-9%	-1%	18	-2%
COC(=O)c1ccccc1NC1=C/C(=N\S(=O)(=O)c2cccs2)c2ccccc2C1=O	-31%&-17%[inhibitor]	-58%	i	-15%&-6%	-24%&-12%	0%&-18%	37%	-93*	?
O=C(NN=C1CCCCCC1)c1cc(-c2ccccc2)nc2ccccc12	1%	-2%[57.5 µM]	i	4%	10%	4%	41%	?	-6%
O=[N+]([O-])/C(C(Cl)=C(Cl)Cl)=C1\Nc2ccccc2O1	20%	-5%	i	5%	4%	-1%	26%	13	-10%
C=CC[C@@H](CC(=O)N[C@@H](CO)Cc1ccccc1)C(=O)N[C@H](COC(=O)[C@@H](CC=C)CC(=O)OC(C)(C)C)Cc1c[nH]c2ccccc12	1%	-14%	i	2%	4%	0%	?	-6	?
O=C(CN(c1ccc(Cl)c(Cl)c1)S(=O)(=O)c1ccccc1)N1CCc2ccccc2C1	-8%	-8%[57.5 µM]	i	-3%	-16%	-1%	?	0	?
CC(C)C1C(=O)N(Cc2cn(CCC3OCCO3)nn2)CCS(=O)(=O)N1Cc1ccc(-c2ccccc2)cc1 (stereo not given)	?	-52%[inhibitor]	i	0%	-8%	9%	?	3	?
Cc1cc(/C=C2\C(=N)N3N=C(C(C)C)SC3=NC2=O)c(C)n1Cc1ccccc1	-11%	i	i	-1%	5%	0%	2%	11	14%
CCOc1ccccc1NC(=O)c1ccc(Cl)c(NC(=O)CC(c2ccccc2)c2ccccc2)c1	-13%	i	i	16%	7%	0%	45%	?	?
CCCCn1c(N)c(N(CC(C)C)C(=O)CN(C)Cc2cccc(OC)c2)c(=O)[nH]c1=O	4%	i	i	3%	2%	5%	12%	13	8%
CCc1nnc(SCC(=O)Nc2ccc(N3CCOCC3)cc2)n1C	-20%	1%	i	-6%	-2%	0%	10%	8	-6%
CN1C(=O)C(=O)N(c2cccc(C(F)(F)F)c2)C1=O	?	?	i	-6%	-9%	-3%	?	2	-26%
COc1ccc(-c2cc3nc(NCCCN(C)C)n(C)c(=O)c3s2)c(C)c1	1%	-14%	i	9%	-11%	-2%	-5%	-5	-33%
Cc1nn(C)cc1S(=O)(=O)N1CCCC(C(=O)O)C1 (stereo not given)	-6%[9.22 µM]	i	i	-1%	15%	6%	9%	6	10%
COc1cc(/C=N/NC(=O)c2cccc([N+](=O)[O-])c2)cc(OC)c1O	20%	-8%	i	5%	3%	8%	-40%	12	8%
CCOC(=O)C1(CCOc2ccccc2)CCN(S(=O)(=O)N(C)C)CC1	-1%	i	i	5%	17%	4%	31%	15	1%
CC(=O)Oc1cccc(C(=O)Nc2ccc(NC(=O)c3cccs3)cc2)c1	-13%	-19%	i	-2%	-3%	-2%	7%	0	?
O=C(Nc1ccccc1F)c1ccco1	28%	i	i	-9%	-1%	-2%	-12%	7	8%
Cc1ccccc1NC(=O)c1cccc(Cn2cc(Br)c([N+](=O)[O-])n2)c1	4%	-30%	i	-3%	7%	-1%	-6%	-6	?
COc1ccc(OC)c(C2CC(=O)c3c([nH]c(C(=O)OCC4CCCO4)c3C)C2)c1 (stereo not given)	30%	-63%[inhibitor]	i	0%	-13%	6%	-5%	-5	?
O=C(CN1CCN(S(=O)(=O)c2ccccc2)CC1)Nc1ccc(Cl)c([N+](=O)[O-])c1	9%	-82%[inhibitor]	i	20%	6%	4%	38%	-3	?
Nc1ccn([C@@H]2O[C@H](CNC(=O)[C@@H](Cc3cn(COCc4ccccc4)cn3)NC=O)[C@@H](O)[C@H]2O)c(=O)n1	10%	-21%	i	1%	8%	-3%	-19%	-7	5%
CC(=O)NC(Cc1c[nH]c2ccccc12)C(=O)OCC(=O)Nc1ccc2c(c1)OCO2 (stereo not given)	-11%	-18%	i	-10%	7%[9.22 µM]	8%	?	-17	11%
Cc1onc(-c2ccccc2)c1C(=O)OCC(=O)Nc1ccc2c(c1)OCO2	13%	i	i	-2%	-1%	0%	23%	?	-1%
CN(C)S(=O)(=O)c1ccc(S(=O)(=O)NCCN2CCOCC2)cc1	-5%	-23%	i	-4%	-10%	-4%	-23%	-15	7%
CCc1cccc(C)c1NC(=O)COC(=O)C1CC(=O)N(CCc2ccc(OC)c(OC)c2)C1 (stereo not given)	5%	-18%	i	-1%	6%	2%	-1%	4	0%
Cc1nn(CCOc2ccccc2)c(=O)n1-c1ccccc1F	1%	-33%[57.5 µM]	i	7%	17%	-6%	9%	-1	-3%

Limited to Abeta rescue, aSyn yeast inh and GLP-1R inv ag, for three of the compounds above:
| molecule | Abeta rescue | aSyn yeast inh | GLP-1R inv ag |
| --- | --- | --- | --- |
| Cc1ccccc1NC(=O)c1cccc(Cn2cc(Br)c([N+](=O)[O-])n2)c1 | 7% | -3% | ? |
| COc1ccc(OC)c(C2CC(=O)c3c([nH]c(C(=O)OCC4CCCO4)c3C)C2)c1 (stereo not given) | -13% | 0% | ? |
| O=C(CN1CCN(S(=O)(=O)c2ccccc2)CC1)Nc1ccc(Cl)c([N+](=O)[O-])c1 | 6% | 20% | ? |

Next section:
SMILES	TDP43 rescue	PTHR1 agonist	Akt phos inh	aSyn yeast inh	Abeta rescue	GLP1R ag	FUS yeast rescue	DRD3 antagonist	GLP-1R inv ag
Cc1cccc(/C(N)=N/OC(=O)Cc2ccccc2)c1	?	-11%	i	-3%	2%	14%	-1%	3	?
CCCNC(=O)COC(=O)c1ccc(S(=O)(=O)N2CCCCCC2)cc1	-7%	i	i	1%	-1%	-12%	11%	10	17%
Cc1ccc(OCC(=O)O/N=C(\N)c2cccc([N+](=O)[O-])c2)cc1C	-31%[inhibitor]	-10%	i	-1%	-5%	2%	26%	-15	-25%
CCOc1ccc(C(=O)Nc2ccc(-c3cc4ccccc4oc3=O)cc2)cc1Br	23%	i	/	/	1%	/	0%	/	-6%
CC1Cc2ccccc2N1C(=O)COC(=O)CSc1ccc(F)cc1 (stereo not given)	21%	i	i	1%	-10%	-5%	15%	5	-11%
O=C(CN(c1ccccc1Cl)S(=O)(=O)c1ccccc1)N/N=C/c1ccccc1C(=O)O	-9%	i	i	-7%	-10%	2%	5%	2	0%
NNc1nc(NCc2ccccc2)nc(N2CCOCC2)n1	11%	i	i	-9%	9%	3%	4%	0	-29%
C=CCn1c(=N)c(C(=O)NCCCOC)cc2c(=O)n3cc(C)ccc3nc21	20%	-8%	i	5%	0%	0%	/	6	23%
Cc1ccsc1/C=N\NC(=O)c1cc(C(C)(C)C)[nH]n1	8%	i	i	-2%	5%	15%	11%	-67*	6%[0.307 µM]
Cc1ccc(C(=O)N2CC(C)OC(C)C2)cc1[N+](=O)[O-] (stereo not given)	-5%[9.22 µM]	-14%	i	1%	-2%	5%	7%	2	7%[7.66 µM]
Cc1ccc(NC(=S)NC(=O)c2ccc(F)cc2)cc1S(=O)(=O)Nc1cccc(Cl)c1	12%[9.22 µM]	-30%[inhibitor]	i	0%	-6%	22%	12%	-60*	-31%
Cc1ccccc1NC(=O)Cn1cc(C(=O)c2ccco2)c2ccccc21	3%	-23%	/	/	-6%	/	5%	/	?
COCc1nnc(NC(=O)CCC2CCCCC2)s1	3%	-11%[57.5 µM]	i	6%	13%	-7%	5%	-16	9%
Cc1nc(SCC(=O)N2c3ccccc3Sc3ccccc32)n[nH]1	12%	-16%	i	5%	4%	-2%	-8%	-57*	-11%
COc1ccc(COc2ccc(S(=O)(=O)N3CCCC3)cc2C(N)=O)cc1F	-20%	-1%	i	2%	-9%	-2%	4%	-20	14%
COC(=O)c1cc(OC)c(OC)cc1NC(=O)C1CCC(=O)N1S(=O)(=O)c1ccc(C)cc1 (stereo not given)	4%	i	i	-4%	-8%	?	?	7	61%[activator]
CC1CCN(C(=O)CSc2nc(N)cc(N)n2)CC1	2%	i	i	-10%	-9%	12%	21%	-22	5%
O=c1cc(-c2ccc(O)c(O)c2)oc2c1ccc1ccccc12	-3%	-8%	i	-2%	11%	1%	1%	-8	9%
CCOc1ccc(C(=O)C2CCN(C(=O)c3ccccc3C(=O)O)CC2)cc1	0%	i	i	9%	1%	-24%	8%	21	-2%
COc1cccc(NC(=O)CN(C)CC(=O)Nc2ccc(C)c([N+](=O)[O-])c2)c1	5%	i	i	1%	-12%	14%	?	19	?
COc1ccccc1C(C)NC(=O)c1ccc(C)o1 (stereo not given)	16%	-8%	i	0%	11%	-23%	-3%	-24	-9%
CCCOc1ccccc1NC(=O)/C=C/c1ccc(OC)c(S(=O)(=O)N2CCOCC2)c1	6%	-49%[inhibitor]	i	-4%	5%	16%	?	-12	2%
CCOc1ccccc1C(=O)Nc1cccc2ccc(C)nc12	20µM*	i	/	/	-29%	/	42%	/	?
CCN(CC)CCn1c2c(c(SCC(=O)Nc3nccs3)nc1=O)CCCC2	-1%	-20%	i	-1%	8%	-3%	25%	-20	?
